D1 ag: activates the human D1 dopamine receptor | HEK293 T-REx D1 cells, calcium flux, agonist mode | activation, % at 2 µM | 360,000 tested, 1% active; in the data active = activation above about 30%; also: 0% is about no effect
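Agonism was scored from calcium flux recorded over 180 s (1 read/s) after pintool compound addition, following a 10-cycle baseline. Cells were inducible force-coupled HEK293 TREx D1, plated overnight at 30 C and loaded with no-wash calcium dye.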
D1 PAM: potentiators of human D1 dopamine receptor. potentiation, % at 10 µM. HEK293 TREx D1 cells, calcium flux, dopamine EC20 potentiation. 360,000 tested, 0.036% active; in the data active = potentiation above about 30%; also: 0% is about no effect
GRP78 ERSR act: inducers of ER stress response in human glioma cells | U87-MG GRP78 promoter luciferase reporter, 16 h | Potency, µM, for the others: at the top dose activation, usual class: activators | 420,000 tested, 0.02% active | AID 602332; also: potency is read from the fitted curve at half-maximal effect; series mostly up to about 76 µM; % of control where 0% means no effect; nearly all actives have a fitted effect of over 35% in size
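Stably transfected U87-MG human glioma cells carrying a GRP78-based luminescent sensor were seeded at 1000 cells/well, pin-dosed with compounds and incubated 16 h. Luciferase reagent was then added, and end-point luminescence was read after 10 min at room temperature.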
D1 antag: blocks dopamine activation of the human D1 receptor | P21728 | HEK293 TREx D1 cells, calcium flux, dopamine EC80; active compounds read low | activity change, negative = inhibition, % at 10 µM | 360,000 tested, 3.2% active | AID 504652; in the data active = activity change below about -30%; also: % is scaled to controls: 0 for no effect and ±100 for the full control effect
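Tetracycline-induced HEK293 T-REx cells with force-coupled D1 receptor were loaded with a no-wash calcium dye. Compound was added after a 10 s baseline and read kinetically for 180 s; EC80 dopamine was then added and calcium flux followed another 180 s.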
RXFP1 antag: RXFP1 (human) relaxin receptor antagonism. HEK293-RXFP1, relaxin-stimulated cAMP HTRF, 30 min; active compounds read low. activity change, negative = inhibition, % at 57.5 µM. 350,000 tested, 0.59% active. AID 1259400;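 active = activity change of -60% or lower, but not beyond a set lower limit; inconclusive = change between -60% and -40%, or beyond the set limit; inactive = change above -40%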; also: % is scaled to controls: 0 for no effect and ±100 for the full control effect
Target sequence (Q9HBX9 whole entry, looked up): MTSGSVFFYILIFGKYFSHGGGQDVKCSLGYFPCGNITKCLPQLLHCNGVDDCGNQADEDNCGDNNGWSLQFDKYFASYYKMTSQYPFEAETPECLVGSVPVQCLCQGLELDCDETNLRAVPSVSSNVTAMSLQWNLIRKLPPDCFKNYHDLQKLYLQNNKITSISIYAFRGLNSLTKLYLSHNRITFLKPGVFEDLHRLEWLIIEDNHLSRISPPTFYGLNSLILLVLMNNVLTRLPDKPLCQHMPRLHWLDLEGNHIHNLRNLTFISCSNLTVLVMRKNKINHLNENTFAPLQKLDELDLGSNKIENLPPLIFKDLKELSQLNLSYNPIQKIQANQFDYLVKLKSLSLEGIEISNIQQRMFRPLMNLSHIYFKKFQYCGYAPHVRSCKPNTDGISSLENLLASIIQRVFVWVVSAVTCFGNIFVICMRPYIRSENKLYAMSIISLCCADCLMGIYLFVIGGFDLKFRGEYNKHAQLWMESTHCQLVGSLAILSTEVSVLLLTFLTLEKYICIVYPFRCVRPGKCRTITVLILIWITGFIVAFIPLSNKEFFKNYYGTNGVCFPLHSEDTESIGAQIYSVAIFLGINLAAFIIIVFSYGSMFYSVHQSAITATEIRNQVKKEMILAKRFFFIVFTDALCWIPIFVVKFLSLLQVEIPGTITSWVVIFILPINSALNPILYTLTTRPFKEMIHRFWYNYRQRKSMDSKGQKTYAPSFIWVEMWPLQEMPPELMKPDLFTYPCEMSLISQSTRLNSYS
Vif-APOBEC3G blk: inhibitors of Vif-APOBEC3G interaction | Q9HC16 | 410,000 tested, 0.076% active | HeLa A3G-eYFP + Vif (tagged APOBEC3G with the HIV-1 protein that degrades it), YFP fluorescence, overnight | Potency, µM (series often up to 46.1 µM), for inactives: at the top dose activity, negative = active, hits mostly inhibitors;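 also: potency is read from the fitted curve at half-maximal effect; % is scaled to controls: 0 for no effect and ±100 for the full control effect; nearly all actives have a fitted effect of over 60% in size; hits raise eYFP signal because A3G escapes Vif-driven loss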
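Read-out is eYFP fluorescence (Ex 488/Em 500-530) from Vif-expressing HeLa A3G-eYFP cells; more signal means A3G escaped Vif-mediated degradation. Cells plated overnight, compound pinned in, incubated overnight at 37 deg C.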
RXFP1 agonist: activates the human relaxin receptor RXFP1. Q9HBX9. HEK293T-RXFP1 cAMP TR-FRET, 30 min; response scale: percent of porcine relaxin response, buffer zero. Potency, µM (top dose mostly 57.5 µM), without a hit: top-dose activation, actives largely listed as activators. 370,000 tested, 0.3% active; also: potency is read from the fitted curve at half-maximal effect; % is scaled to controls: 0 for no effect and ±100 for the full control effect; nearly all actives have a fitted effect of over 60% in size; many of its hits are not listed in these tables
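HEK293T cells stably expressing RXFP1 were pretreated with the PDE4 inhibitor Ro 20174, exposed to compounds for 30 min at 37C, lysed, and cAMP was read by TR-FRET. Data normalized to buffer (basal) and 29 nM porcine relaxin (100%).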
D2 PAM: positive allosteric modulators of human D2 dopamine receptor | 340,000 tested, 0.34% active | P14416 | HEK293 T-REx D2, calcium flux, EC20 dopamine potentiation | potentiation, % at 10 µM;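 active = potentiation over 3 SD above the plate norm, cut at about 30% in these data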; also: 0% is about no effect
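Using a no-wash calcium dye in inducible, force-coupled HEK293 Trex cells expressing D2, we tracked fluorescence each second for 180 s after compound, then for 180 s after EC20 dopamine to detect augmented signalling.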
Vif-APOBEC3F blk: inhibitors of Vif-A3F interaction; HeLa A3F-eYFP + Vif (tagged APOBEC3F with the HIV-1 protein that degrades it), YFP fluorescence increase; Potency, µM (series often up to 46.1 µM), without a hit: at the highest dose activity, negative = active; AID 602313; 390,000 tested, 0.2% active; also: potency is read from the fitted curve at half-maximal effect; % of control where 0% means no effect; nearly all actives have a fitted effect of over 65% in size
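HeLa cells stably expressing A3F-eYFP plus Vif, plated and incubated overnight at 37 deg C, then exposed to compounds overnight at 37 deg C. Blocked degradation read as raised yellow fluorescence (Ex 488/Em 500-530).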
Active calls of the source: *; ? = inconclusive; nt = no result given; & = joins results of further samples. Unless noted, calls follow the shape of the dose curve; as a rule, active = well fitted curve in the direction sought with a large enough effect; inconclusive = small, poorly fitted or top-dose-only effect, or another doubt; inactive = no such curve, though single readings can be large; an effect the other way counts as inactive or inconclusive. These rows are one share of the data. The share of hits here may be higher or lower than overall.

Results follow in this order: D1 PAM	D1 antag	D2 PAM	Vif-APOBEC3F blk	D1 ag	GRP78 ERSR act	Vif-APOBEC3G blk	RXFP1 antag	RXFP1 agonist
1. CCN(CC(=O)Nc1ccc(NC(C)=O)cc1)C(=O)c1ccccc1CCc1ccccc1
  -1	13	9	3%	6	-1%	1%	-9	-0.3%
2. O=C(OCC(=O)N1CCOCC1)c1ccccc1Br
  2	0	5	-12%	-3	1%	0%	-18	-1.1%
3. Cc1ccc(NC(=O)C2CCCN(c3ncnc4c3nc3n4CCCCC3)C2)cc1F (configuration not stated)
  1	-30	-11	3%	-1	-4%	2%	-11	2.8%
4. COCCCn1c(Cc2csc(Nc3cccc(Cl)c3)n2)nnc1SCC(=O)OC
  -2	3	-4	-2%	1	-3%	1%	6	0.1%
5. CN1CCN(C(=O)c2ccc(CNS(=O)(=O)c3ccc(F)c(Cl)c3)cc2)CC1
  -2	1	4	8%	4	0%	4%	1	-2.0%
6. Cc1ccc(C(=O)N2CCN(c3ccc(Cl)cc3)CC2)cc1
  -6	-17	6	8%	0	1%	4%	6	0.4%
7. N#Cc1ccc(Cl)cc1NC(=O)CSc1nc2nc(-c3cccs3)cc(C(F)(F)F)c2c(=O)[nH]1
  0	-5	10	nt	0	nt	nt	nt	9.2%
8. O=C(COC(=O)c1cccc(Cl)c1)Nc1cc(S(=O)(=O)N2CCOCC2)ccc1N1CCOCC1
  nt	nt	nt	-19%	nt	-3%	2%	-3	nt
9. CCn1c(=O)c2cc(C(=O)N3CCN(c4cccc(OC)c4)CC3)sc2c2ccccc21
  -3	8	12	0%	2	-2%	-1%	0	-0.5%
10. NNC(=O)c1ccc([N+](=O)[O-])c(CS(=O)(=O)c2ccc(Cl)cc2)c1
  -5	-9	21	-6%	1	-5%	?	0	1.9%
11. NC(=O)C1=C[C@H](c2coc3ccccc3c2=O)C[C@H](OCCCCO)O1
  2	5	-1	7%	4	-2%	2%	nt	3.3%
12. Cc1cc(NC(=O)c2ccc(Br)o2)ccc1NC(=O)c1ccco1
  -11	-13	nt	1%	0	5%	0%	-14	0.8%
13. O=C(Nc1ncc(Br)s1)C1CCCN1S(=O)(=O)c1cccc2cccnc12 (configuration not stated)
  1	3	0	-12%	3	-4%	-3%	nt	0.4%
14. CCOC(=O)Nc1ccc2c(c1)N(C(=O)CN(C)C)c1ccccc1S2
  nt	nt	nt	1%	nt	-4%	2%	-3	nt
15. O=C(CCCN1C(=O)/C(=C/c2ccccc2Cl)SC1=S)NNC(=O)c1ccncc1
  2	5	-7	-2%	1	-16%	0%	-28	1.1%

Look-ups from the list.
entry 10 in D1 antag: -9
entry 4 in D1 PAM: -2

Additional structures follow:
Results follow in this order: D1 PAM	D1 antag	D2 PAM	Vif-APOBEC3F blk	D1 ag	GRP78 ERSR act	Vif-APOBEC3G blk	RXFP1 antag	RXFP1 agonist
16. O=C1CCC(c2ccc3c(c2)CCC3)=NN1
  15	-13	10	-1%	1	-2%	-19%	6	1.7%
17. COc1ccc(C(=O)CSc2nc(C)cc(=O)[nH]2)cc1C
  7	-2	10	-5%	3	-3%	1%	-10	1.7%
18. CCCCCCOC(=O)C1=C(C)NC(=O)NC1c1ccc2c(c1)OCO2 (configuration not stated)
  -1	2	9	-8%	5	-1%	-7%	-8	4.2%
19. O=C(CCCCCNC(=O)N1CCn2c1nc1ccccc12)NCc1ccccc1
  1	-16	6	3%	0	2%	-5%	8	0.9%
20. COc1ccc(C(=O)C2CCCN(Cc3cccc4c3OCO4)C2)cc1OC (configuration not stated)
  -6	7	-13	1%	0	-5%	1%	18	0.9%
21. Cc1nc(Nc2c(Cl)cccc2Cl)sc1C(=O)Nc1ccccc1
  -6	-6	7	7%	2	-1%	-1%	-12	0.5%
22. O=C1Nc2ccc(S(=O)(=O)NCC3CCCO3)c3cccc1c23 (configuration not stated)
  -2	-13	22	1%	1	1%	-8%	1	14%
23. O=C(Nc1ccc(Cl)cc1Cl)c1cc(S(=O)(=O)N2CCCCCC2)ccc1F
  0	-1	20	1%	-3	0%	5%	3	5.4%
24. Oc1ccc(C=NNC(=S)Nc2cccnc2)nc1
  nt	nt	nt	-1%	nt	-5%	-8%	2	nt
25. COc1ccc(NC(=O)C2CCN(S(C)(=O)=O)CC2)cc1Cl
  -3	17	3	-4%	2	0%	0%	21	0.4%
26. COc1ccc(CNc2oc(-c3cccc4ccccc34)nc2C#N)cc1
  -10	5	-3	-9%	-2	-3%	0%	10	13%
27. C#CCN(CC=C)C(=O)c1ccc(OC2CCN(S(=O)(=O)N(C)C)CC2)cc1
  6	-21	9	0%	0	5%	2%	-8	-1.3%
28. O[C@H]1CN(CC2CCCCC2)[C@@H](c2ccc(Cl)cc2)C[C@@H]1n1cc(C2CC2)nn1
  nt	nt	nt	-15%	nt	9%	-14%	0	nt
29. Cn1nc(-c2ccccc2)c(C#N)c1Sc1cccc(Cl)c1
  -4	-22	-7	-10%	88*	-4%	-4%	-20	-2.2%
30. COc1ccc(N(C(=O)c2cccnc2)S(=O)(=O)c2cccs2)cc1
  0	14	-7	-17%	0	-3%	1%	5	1.0%
31. COc1ccc(OC)c(NC(=O)c2cn(C)c(=O)c3cc(OC)c(OC)cc23)c1
  4	-7	7	-7%	2	-2%	-5%	-14	0.0%
32. Cc1ccc(NC(=O)N2CCCC2C(=O)NCC2CCCO2)cc1 (configuration not stated)
  1	-11	7	9%	3	-1%	0%	2	-2.8%
33. O=C(OCn1nnc2ccccc2c1=O)c1ccc(N2CCOCC2)c([N+](=O)[O-])c1
  -1	11	17	10%	10	1%	-1%	4	6.7%
34. O=C(NCC1CCCO1)c1ccccc1NC(=O)c1cccc2ccccc12 (configuration not stated)
  3	-12	-6	-4%	-1	-4%	0%	-5	1.0%
35. O=C(CSc1ccccc1)N1CCN(C(=O)c2ccco2)CC1
  -5	-2	12	-3%	0	-2%	4%	4	0.3%
36. Cc1cc(/C=C2\SC(=S)N(C)C2=O)c(C)n1-c1ccc(O)cc1
  6	-28	0	25µM*	28	-15%	?	-33	1.5%
37. COc1ccc(CNC(=O)C(c2ccncc2)N(C(=O)Cc2cccs2)c2ccc(C)cc2)cc1 (configuration not stated)
  -4	6	5	4%	6	1%	0%	-2	1.5%
38. COc1ccc(C2=CC(=O)C[C@H](c3ccc(F)cc3)C2)c(OC)c1
  4	nt	10	5%	1	-1%	-3%	nt	-0.1%
39. Cc1nc2ccc(NC(=O)N3CCCCC3)cc2nc1C
  -8	-18	nt	1%	-3	2%	0%	4	3.2%
40. Cc1ccc(NC(=O)c2cc3ccccc3oc2=O)cc1S(=O)(=O)N(C)C
  8	17	-9	8%	1	-10%	-1%	-6	-1.3%
41. O=C(Nc1ccccc1C(=O)N1CCOCC1)C1CCCO1 (configuration not stated)
  2	5	3	-8%	2	-3%	-2%	0	0.5%
42. CC(=O)N1CCc2cc(S(=O)(=O)C(C)CC(=O)Nc3ccc(Br)c(C)c3)ccc21 (configuration not stated)
  0	-14	5	1%	9	2%	0%	nt	0.5%
43. NS(=O)(=O)c1cccc(NC(=O)c2ccno2)c1
  -4	6	-1	0%	0	-4%	-7%	-7	4.7%
44. CCOC(=O)c1cc2n(n1)C(C(F)(F)F)CC(C)N2 (configuration not stated)
  -1	1	-3	6%	-2	7%	0%	-20	1.3%
45. COCCNC(=S)N1CCC2CC1c1c(Cl)cccc12 (configuration not stated)
  nt	nt	nt	3%	nt	-3%	-1%	5	nt
46. O=C(Nc1ccc(NS(=O)(=O)c2ccccc2)cc1)c1ccccc1
  -4	17	nt	-1%	2	-7%	3%	-37	0.8%
47. Cn1c(COc2ccccc2)nnc1SCCC(=O)Nc1ccccc1
  -5	-2	9	-14%	1	-2%	1%	-11	0.1%
48. CN(C)c1ccc(N2C(=O)CC(Sc3ccccc3C(=O)O)C2=O)cc1 (configuration not stated)
  -8	-6	-10	-14%	2	-3%	2%	3	1.6%
49. COc1ccc(NC(=O)Nc2nccs2)cc1
  4	-8	3	-5%	5	6%	-16%	32	-1.9%
50. Cc1[nH]c2ccccc2c1SCC(=O)N1CCCCCC1
  -4	-18	0	-4%	2	-3%	3%	0	1.3%
51. N#CCc1nn2c(-c3ccccc3)ccnc2c1C#N
  -2	6	9	-2%	2	-4%	-3%	3	23%
52. Cc1cc(NC(=O)C2CCN(S(=O)(=O)c3c(C)noc3C)CC2)ccc1Br
  -8&-2	-27&-8	15&-5	5%&-21%	19&5	-6%&-5%	2%&1%	4	-0.9%&0.8%
53. COc1ccc(-c2nnc3ccc(SC)nn23)cc1
  2	-4	8	0%	-1	-1%	-5%	-13	13%
54. O=C(C1=C[C@@H](C2CC2)C[C@@H](OCc2ccc(CO)cc2)O1)N1CCN(Cc2ccccc2)CC1
  -3	4	-4	3%	-4	0%	3%	nt	0.0%
55. CCOC(=O)N1CCC2(O)CCCCC2C1c1ccc(F)cc1 (configuration not stated)
  3	3	14	1%	0	-5%	4%	-5	-0.2%
56. CN(Cc1ccccc1)C(=O)c1ccc(NC(=O)Cc2cccc(NC(=O)C3CCN(C(=O)C4CC4)CC3)c2)cc1
  2	-22	-4	4%	252*	-3%	-4%	nt	1.2%
57. COC(=O)[C@@H]1CC(O)CN1C(=O)C12CC3CC(CC(C3)C1)C2 (some centres not stated)
  -12	15	-5	-2%	3	-2%	6%	3	-0.3%
58. CC(C)(C)SCCNC(=O)CSc1ccccc1
  nt	nt	nt	12%	nt	5%	1%	4	nt
59. Cc1ccc(OCc2cc(C(=O)N3CCC(c4ccccc4Cl)C3)no2)cc1C (configuration not stated)
  -10	19	-11	0%	12	3%	6%	7	2.1%
60. CC[C@@]12C(=O)N(c3cccc(Br)c3)C(=O)N1[C@H](c1ccc(F)cc1)[C@@H]1C(=O)N(C3CCCCC3)C(=O)[C@@H]12
  -1	2	15	-2%	4	-1%	-2%	nt	1.6%
61. CCOc1cccc(/C=N/NC(=O)c2cc(-c3cccn3C)n[nH]2)c1O
  -2	23	-14	0%	1	-1%	-5%	-77*	-3.0%

Assay outcomes (PubChem BioAssay)
